S100A4 MyoIIA: blocks human S100A4 binding to myosin IIA peptide | inhibition, % at 10.7 µM | P26447 | S100A4/TAMRA-MyoIIA peptide fluorescence polarization | AID 652163 | 360,000 compounds, 0.14% hits;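 active = mean inhibition of at least 70% across replicates, with every replicate also reaching that level; inconclusive = mean inhibition reaches 70% but some replicates fall short; inactive = mean inhibition below 70%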
Target sequence (P26447 whole entry, looked up): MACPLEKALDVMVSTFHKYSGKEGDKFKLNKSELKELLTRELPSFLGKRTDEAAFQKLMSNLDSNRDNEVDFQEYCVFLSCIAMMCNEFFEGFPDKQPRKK
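Material: S100A4 monomer (human). Medium: Calcium-containing HEPES buffer, pH 7.2. Probe or stimulus: labelled myosin peptide probe, 5 nM. Compound dosing: one concentration per compound. Timing: polarization read 5 min after assay mix addition, stable 5–60 min. Benchmarks: DMSO as neutral control, TFP as positive control.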
esBAF inh: SWI/SNF esBAF complex inhibition; mouse ES cells, Bmi1-luciferase knock-in reporter, 24 h; 100% = twice the neutral-well signal; reporter increase, % at 12.5 µM; 350,000 compounds, 2% hits; in the data active = activation above about 40%; inconclusive = no clear call, values can overlap the other calls;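 note: 0% = median of the plate's neutral control wells and 100% = double that signal; a rise in the Bmi1 reporter signal indicates esBAF inhibition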
LGR2 antag: inhibitors of bursicon-induced Drosophila LGR2 receptor cAMP signaling | inhibition, % at 9.99 µM | 380,000 compounds, 0.35% hits | AID 720647 | HEK293 LGR2, CRE-luciferase, bursicon-stimulated, 4 h;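 active = drop in luminescence signal, shown as inhibition above about 50% in the replicate tests, limit read from the data, passing the limit was not always enough; inconclusive = probably only some replicates passing the limit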;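 note: agonist challenge used bursicon conditioned medium at about half maximal strength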
CASP6 VEID inh: caspase-6 (human) enzyme inhibition; 350,000 compounds, 0.53% hits; AID 686996; inhibition, % at 12.5 µM; purified caspase-6, Z-VEID-R110 cleavage fluorescence;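 active = mean inhibition across replicates at least about 35%, with every replicate also reaching that limit, limit read from the data; inconclusive = only one of the two criteria met; inactive = neither criterion met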;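 note: 0% = median of neutral control wells and 100% = no fluorescence left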
Target sequence (P55212 24-179 limits assumed): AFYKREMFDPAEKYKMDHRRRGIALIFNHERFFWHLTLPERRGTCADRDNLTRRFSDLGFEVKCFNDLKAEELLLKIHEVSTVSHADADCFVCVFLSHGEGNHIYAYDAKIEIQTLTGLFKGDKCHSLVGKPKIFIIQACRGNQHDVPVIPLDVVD
Target sequence (P55212 194-293 limits assumed): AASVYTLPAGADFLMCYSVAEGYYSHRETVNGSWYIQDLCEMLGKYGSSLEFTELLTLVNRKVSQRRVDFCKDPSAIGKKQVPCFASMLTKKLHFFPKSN
SIRT5 block: sirtuin-5 (human) deacylase inhibition. 330,000 compounds, 1.1% hits. inhibition, % at 15 µM. Purified SirT5, succinyl-peptide AMC, trypsin-coupled fluorescence; in the data active = inhibition above about 15%; inconclusive = no clear call, values can overlap the other calls
Target sequence (Q9NXA8 whole entry, looked up): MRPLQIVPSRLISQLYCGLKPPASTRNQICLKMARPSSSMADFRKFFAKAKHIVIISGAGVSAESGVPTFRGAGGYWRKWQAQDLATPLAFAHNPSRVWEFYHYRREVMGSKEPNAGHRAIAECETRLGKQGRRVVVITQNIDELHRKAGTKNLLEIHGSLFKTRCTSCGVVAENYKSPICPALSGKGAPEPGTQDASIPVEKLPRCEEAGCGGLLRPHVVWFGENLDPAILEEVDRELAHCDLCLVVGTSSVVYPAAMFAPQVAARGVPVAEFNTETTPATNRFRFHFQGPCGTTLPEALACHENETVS
FN deposit inh: fibronectin deposition inhibition; 350,000 compounds, 0.086% hits; AH1F fibroblasts, Alexa488-fibronectin deposition fluorescence, overnight; inhibition, % at 12.6 µM;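 active = mean inhibition across replicates of 30% or more, regardless of how many single replicates reach that level; inconclusive = mean under 30% yet at least half of replicates reach 30%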;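 note: positive control wells lacked labelled fibronectin entirely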
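Material – AH1F fibroblast monolayer, labelled fibronectin deposition · Reagent – labelled fibronectin 24 nM · Timing – 1 h adhesion, overnight exposure · Measured by – fluorescence at 485 nm excitation, 525 nm emission · Read-out – inhibition of fibronectin deposition signal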
C2C12 statin: suppression of simvastatin myotoxicity; C2C12 myotubes + simvastatin, ATP luminescence, 48 h; scaled: DMSO 0, geranylgeraniol control 100; rescue of ATP level, % at 7.49 µM; 330,000 compounds, 0.78% hits;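 active = mean ATP rescue above about 67%, or every replicate alone reaching that limit, limit read from the data, passing the limit was not always enough; inconclusive = no clear call, values can overlap the other calls; inactive = mean under the limit and some replicate under it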;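 note: myotubes were challenged with 10 µM simvastatin during compound exposure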
* hit, by the source's call; ? = inconclusive; . = not tested or not shown. Not all compounds are listed, so the mix of outcomes need not match the whole.

SMILES	S100A4 MyoIIA	esBAF inh	LGR2 antag	CASP6 VEID inh	SIRT5 block	FN deposit inh	C2C12 statin
CCNC(=O)C[C@H]1CC[C@@H]2[C@@H](COc3ccc(NC(=O)Nc4cccc(C)c4)cc3C(=O)N2C)O1	-15	-4	4	2	8	3	13
CN(C)S(=O)(=O)c1ccc(C(=O)OCC(=O)Nc2ccc(OC(F)F)cc2)cc1	-2	0	4	10	-3	-2	2
CC(C)(C)c1ccc(C(=O)CCC(=O)OCC(=O)NCCc2ccc(S(N)(=O)=O)cc2)cc1	-4	-33	6	-1	0	-11	0
Cc1ccc(C(=O)Nc2scc(-c3ccccc3)c2C(=O)O)cc1	-5	.	-14	2	0	-1	.
Cc1noc(C)c1S(=O)(=O)N(C)C[C@H]1Oc2ccc(NC(=O)NC3CCCCC3)cc2C(=O)N([C@H](C)CO)C[C@@H]1C	-11	3	-33	-1	1	0	8
COCC1=C([C@H](O)c2ccccc2)[C@H](CO)n2c(=O)n(-c3ccccc3)c(=O)n2C1	-6	.	.	0	-4	.	.
O=C(c1cnccn1)N1CC(=O)N2[C@H](CO)[C@@H](c3ccc(C#CCc4ccccc4)cc3)[C@H]2C1	6	.	8	1	0	.	.
CS(=O)(=O)c1ccccc1C(=O)Nc1cc2c(cc1C(=O)O)OCCCO2	51	-4	-23	4	.	0	6
CCOCCCNC(=O)c1cc2c(=O)n3ccccc3nc2s1	-3	37	-15	2	-45	3	-2
O=C1OC(N2CCN(C(=O)c3ccco3)CC2)c2ccccc21 (configuration not stated)	.	-3	-3	.	.	.	15
CC(C)(C)CC(C)(C)NC(=O)c1ccc2snnc2c1	-1	-1	4	1	1	7	1
CO[C@@H]1CN(C)C(=O)c2ccc(NC(=O)CN(C)C)cc2OC[C@@H](C)N(C(=O)c2ccncc2)C[C@H]1C	.	1	1	.	2	-4	-8

Quoted at random: two entries already listed.
SMILES	S100A4 MyoIIA	esBAF inh	LGR2 antag	CASP6 VEID inh	SIRT5 block	FN deposit inh	C2C12 statin
Cc1ccc(C(=O)Nc2scc(-c3ccccc3)c2C(=O)O)cc1	-5	.	-14	2	0	-1	.
CCNC(=O)C[C@H]1CC[C@@H]2[C@@H](COc3ccc(NC(=O)Nc4cccc(C)c4)cc3C(=O)N2C)O1	-15	-4	4	2	8	3	13

Next section:
SMILES	S100A4 MyoIIA	esBAF inh	LGR2 antag	CASP6 VEID inh	SIRT5 block	FN deposit inh	C2C12 statin
O=C(NCC(=O)N1CCC2(CC1)NCCc1[nH]cnc12)c1ccccc1F	0	-2	-8	-1	-1	5	13
COc1ccc(N2C(=O)c3n[nH]c(C)c3C2c2ccccc2)cc1 (configuration not stated)	6	.	-22	-1	1	13	.
CC12CCC(C(=O)NCCCN3CCOCC3)(C(Br)C1=O)C2(C)C (configuration not stated)	-15	0	8	0	.	-7	8
COC(=O)c1ccc(C(=O)OC)c(NC(=S)N2CCN(c3ccccn3)CC2)c1	6	-3	4	1	-1	.	0
CN(C)C(=O)c1cc(C(=O)c2ccccc2C(F)(F)F)c[nH]1	2	.	0	-3	-3	1	.
CN(C)S(=O)(=O)c1cccc(NC(=O)C2CCN(S(=O)(=O)c3cccs3)CC2)c1	0	10	10	2	-5	-15	2
O=C(Nc1ccc(OCc2ccccc2)cc1)c1ccccc1	3	.	-16	-2	-2	-2	.
CCOC(=O)c1ccc(NC(=S)N(CCN2CCCCCC2)Cc2ccco2)cc1	1	.	11	0	-2	0	.
COc1ccccc1C(=O)NCCC(=O)NCCOc1ccc(C)cc1	-3	-4	-6	-72	0	0	-5
NC(=O)c1cc([N+](=O)[O-])ccc1NCc1ccc(F)cc1	-1	27	-24	-3	-4	-10	9
CO[C@H]1CN(C)C(=O)c2cc(NS(=O)(=O)c3ccc(C)cc3)ccc2OC[C@H](C)NC[C@@H]1C	8	-3	-5	4	-9	12	-5
Cc1cc(NC(=O)c2ccc(-c3ccccc3[N+](=O)[O-])o2)no1	2	57*	-19	1	3	-6	0

With a hit mark in esBAF inh, of those listed so far:
canonical_smiles	S100A4 MyoIIA	esBAF inh	LGR2 antag	CASP6 VEID inh	SIRT5 block
Cc1cc(NC(=O)c2ccc(-c3ccccc3[N+](=O)[O-])o2)no1	2	57*	-19	1	3

Later entries.
SMILES	S100A4 MyoIIA	esBAF inh	LGR2 antag	CASP6 VEID inh	SIRT5 block	FN deposit inh	C2C12 statin
Nc1nc(-c2ccc(S(=O)(=O)N3CCCCC3)cc2)cs1	0	18	-7	2	-1	10	-25
COc1ccc(C(=O)COC(=O)CNS(=O)(=O)c2ccc(C)cc2)cc1	-2	.	2	-2	-2	3	.
COc1cc(OC)cc(C(=O)NCC(=O)N2CCN(c3ccc(O)cc3)CC2)c1	-2	-1	-1	0	3	4	-2
O=C(NC1CCCC1)C(c1ccc(F)cc1)N(C(=O)c1csnn1)c1ccccc1F (configuration not stated)	-5	-6	5	-2	-2	5	-5
O=C(c1cc(-c2ccccc2O)on1)N1CCCC1	-1	29	.	-1	-6	-10	16
Cc1ccc(NC(=O)N[C@H](C(=O)O)C(C)C)c(C)c1	8	0	12	0	8	2	3
CC(=O)c1ccc(N2CCN(C(=O)c3ccc(NC(=O)C4CCCO4)cc3)CC2)cc1 (configuration not stated)	.	13	.	.	.	0	10
CCOc1cccc(CN(CC)CC2CCCN(CCc3cccc(OC)c3)C2)c1O (configuration not stated)	-12	-13	-16	-16	-4	-3	-5
COc1ccc(NC(=O)c2cc(C3CCCCN3C(=O)C3CC3)on2)c(C)c1 (configuration not stated)	-4	-1	7	-2	0	-16	2
C/C=C/c1ccc([C@@H]2[C@H](CO)N3C(=O)CN(Cc4ccc(F)cc4)C[C@@H]23)cc1	-2	.	-13	4	0	3	.
O=C(NCc1ccccc1)C1c2ccccc2OCC(=O)N1Cc1ccccc1 (configuration not stated)	2	.	2	0	-3	-2	.
Cc1n[nH]c(=O)c2c(NC(=O)COC(=O)Cc3c(F)cccc3Cl)oc(C)c12	1	.	4	1	-1	-1	.
CCc1cc(S(=O)(=O)N2CCN(C(=O)c3ccco3)CC2)ccc1OC	0	-7	6	0	-2	10	-2
CN(C)C(=O)c1cccc(-c2ccc3c(c2)[C@@H]2[C@@H](CCN2C(=O)Nc2ccc(F)cc2)[C@H](CO)N3C)c1	8	8	2	-3	6	-15	17
CC1(C)C(=O)Nc2ccccc2N1C(=O)COC(=O)c1cc(S(C)(=O)=O)ccc1Cl	1	.	9	5	7	-1	1
Cc1cccc2sc(NC(=O)C3CCN(C(=O)c4ccco4)CC3)nc12	-2	16	-20	4	0	2	4
O=C(C1CCCC1)N1CC(=O)N2[C@@H](CO)[C@H](c3ccc(Br)cc3)[C@@H]2C1	-5	.	-6	2	-6	-10	.
C[C@@H]1CN([C@H](C)CO)C(=O)c2cccc(NS(=O)(=O)c3ccc(F)cc3)c2O[C@H]1CN(C)C(=O)NC1CCCCC1	7	0	3	-4	2	-4	-7
COc1ccc(NC(=O)N(C)C[C@@H]2OCCCC[C@@H](C)Oc3ccc(NC(=O)Cc4ccccc4)cc3C(=O)N([C@@H](C)CO)C[C@H]2C)cc1	-6	-2	18	-2	3	.	.
COc1ccc(S(=O)(=O)NC2CCCCCC2)c(OC)c1	3	-2	13	-4	-1	.	-6
Cc1noc(C)c1S(=O)(=O)N(C)C[C@@H]1OCCCC[C@H](C)Oc2ccc(NS(=O)(=O)c3ccccc3)cc2C(=O)N([C@H](C)CO)C[C@@H]1C	-5	24	3	3	6	4	.
CCOC(=O)c1cc(NC(=O)N2CCCCC2)c(C)nc1C	.	-6	.	.	.	-2	8
O=C(C[C@H]1CC[C@H]2[C@@H](COC[C@H](O)CN2Cc2cccc(C(F)(F)F)c2)O1)NCc1ccccc1	-2	1	-6	0	-1	-10	-3
CCCN1[C@H](C(=O)N2CCOCC2)[C@@H](CO)[C@@H]2Cn3c(ccc(-c4ccccc4)c3=O)[C@@H]21	6	-1	1	0	3	.	8

3 structures from above, sorted by length of the SMILES, smallest number first.
SMILES	S100A4 MyoIIA	esBAF inh	LGR2 antag	CASP6 VEID inh	SIRT5 block	FN deposit inh	C2C12 statin
COc1ccc(S(=O)(=O)NC2CCCCCC2)c(OC)c1	3	-2	13	-4	-1	.	-6
Cc1cccc2sc(NC(=O)C3CCN(C(=O)c4ccco4)CC3)nc12	-2	16	-20	4	0	2	4
CN(C)C(=O)c1cccc(-c2ccc3c(c2)[C@@H]2[C@@H](CCN2C(=O)Nc2ccc(F)cc2)[C@H](CO)N3C)c1	8	8	2	-3	6	-15	17

Nothing new here: an excerpt of the list.
SMILES	S100A4 MyoIIA	esBAF inh	LGR2 antag	CASP6 VEID inh	SIRT5 block	FN deposit inh	C2C12 statin
COc1ccc(S(=O)(=O)NC2CCCCCC2)c(OC)c1	3	-2	13	-4	-1	.	-6
Cc1noc(C)c1S(=O)(=O)N(C)C[C@@H]1OCCCC[C@H](C)Oc2ccc(NS(=O)(=O)c3ccccc3)cc2C(=O)N([C@H](C)CO)C[C@@H]1C	-5	24	3	3	6	4	.
CCOC(=O)c1cc(NC(=O)N2CCCCC2)c(C)nc1C	.	-6	.	.	.	-2	8
O=C(C[C@H]1CC[C@H]2[C@@H](COC[C@H](O)CN2Cc2cccc(C(F)(F)F)c2)O1)NCc1ccccc1	-2	1	-6	0	-1	-10	-3
CCCN1[C@H](C(=O)N2CCOCC2)[C@@H](CO)[C@@H]2Cn3c(ccc(-c4ccccc4)c3=O)[C@@H]21	6	-1	1	0	3	.	8

(further entries)
SMILES	S100A4 MyoIIA	esBAF inh	LGR2 antag	CASP6 VEID inh	SIRT5 block	FN deposit inh	C2C12 statin
Cc1ccc2nc(SCC(=O)NC3CCCC3)nc(=O)n2c1	1	.	19	0	1	0	.
COc1cc2ccccc2cc1C(=O)Nc1ccccc1Cl	-1	?	-87	-3	-2	2	-34
CC(C)(C)c1cc2nc(NCc3cccc(Cl)c3)ccn2n1	-3	7	.	1	-3	-2	-15
O=C1NC(=S)N/C1=C\C=C\c1ccccc1	-2	.	-37	-2	-6	-6	.
CC(C)C(NC(=S)NCc1ccccc1)C(=O)O (configuration not stated)	.	11	.	.	.	-2	-8
CCN(CC)CCCC(C)Nc1nccc2cccc(Cl)c12 (configuration not stated)	-9	-2	6	-7	.	1	-5
CN1[C@@H]2Cn3c(ccc(-c4cccnc4)c3=O)[C@H]1[C@@H](C(=O)NCCc1ccccc1)[C@@H]2CO	.	1	-15	.	.	.	19
O=C(C[C@H]1CC[C@@H](NC(=O)Nc2ccccc2)[C@H](CO)O1)NCc1ccccn1	5	-4	-1	-2	2	.	-7
COc1ccc(C(=O)NC(=S)N(C)Cc2ccccc2)cc1Br	4	.	-20	-1	-1	4	.
C=CCn1c(=S)[nH]c2scc(-c3ccco3)c2c1=O	-13	.	4	81*	7	-23	.
COc1ccc(C(=O)NNC(=O)c2cccc3ccccc23)cc1	-2	54*	-40	3	.	-8	0
COc1ccc(S(=O)(=O)N(C)C[C@@H]2OCCCC[C@H](C)Oc3ccc(NC(=O)Nc4ccc(C(F)(F)F)cc4)cc3C(=O)N([C@H](C)CO)C[C@@H]2C)cc1	-9	-4	16	1	0	-5	27

Compound activity as filed in PubChem.
